# Screening results: PubChem BioAssay, Sanford-Burnham Center for Chemical Genomics
# APJ antagonist: APJ receptor antagonism; P35414; CHO-K1 APJ beta-arrestin complementation, luminescence; inhibition, % at 20 µM; hit rate 0.32% among 330,000; AID 2521;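 active = inhibition above about 40% at 20 µM, limit read from the data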;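 note: cells challenged with 10 nM apelin-13 agonist together with compound; plate controls were apelin-13 plus DMSO wells for no effect and DMSO wells lacking apelin-13 for full effect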
# CXCR6 inh: blocks human CXCR6 beta-arrestin recruitment; O00574; CHO-K1 PathHunter CXCR6 beta-arrestin, luminescence; inhibition, % at 20 µM; hit rate 0.36% among 360,000; AID 602244; in the data active = inhibition above about 34%, passing the limit was not always enough;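 note: antagonist mode with CXCL16 agonist at 10 nM final; 0% = 10 nM CXCL16 with DMSO and 100% = unstimulated wells without agonist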
# Target sequence (O00574 whole entry, looked up): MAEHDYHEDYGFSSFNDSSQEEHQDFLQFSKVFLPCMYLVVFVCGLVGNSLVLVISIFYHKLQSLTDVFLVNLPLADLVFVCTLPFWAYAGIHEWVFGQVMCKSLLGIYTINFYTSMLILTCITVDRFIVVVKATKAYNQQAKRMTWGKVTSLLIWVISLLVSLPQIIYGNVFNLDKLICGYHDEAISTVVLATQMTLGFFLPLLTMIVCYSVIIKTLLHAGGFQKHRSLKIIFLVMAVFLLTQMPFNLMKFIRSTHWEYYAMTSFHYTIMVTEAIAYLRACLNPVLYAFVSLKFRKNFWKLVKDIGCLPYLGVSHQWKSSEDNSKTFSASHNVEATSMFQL
# CCR6 antag: blocks CCL20-driven beta-arrestin recruitment at human CCR6; inhibition, % at 20 µM; hit rate 0.49% among 340,000; CHO-K1 CCR6 PathHunter beta-arrestin, luminescence, CCL20-stimulated; P51684; AID 493098;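 active = compounds whose inhibition of the agonist-driven luminescence signal at 20 µM reaches about 50%, limit read from the data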;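 note: cells stimulated with CCL20 at 14 nM final; plate controls were DMSO with CCL20 for no effect and DMSO without agonist for full effect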
# Target sequence (P51684 whole entry, looked up): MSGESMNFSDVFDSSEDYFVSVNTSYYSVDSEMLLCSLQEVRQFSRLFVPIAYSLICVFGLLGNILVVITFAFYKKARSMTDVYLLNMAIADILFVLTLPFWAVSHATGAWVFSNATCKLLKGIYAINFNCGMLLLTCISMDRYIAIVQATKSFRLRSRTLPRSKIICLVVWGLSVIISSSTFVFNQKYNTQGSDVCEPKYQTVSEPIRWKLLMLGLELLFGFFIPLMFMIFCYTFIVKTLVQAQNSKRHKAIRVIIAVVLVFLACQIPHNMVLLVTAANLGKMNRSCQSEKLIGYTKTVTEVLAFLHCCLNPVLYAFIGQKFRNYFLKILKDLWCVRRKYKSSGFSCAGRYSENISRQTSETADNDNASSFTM
# EBI2 antag: blocks human EBI2 receptor beta-arrestin signaling | EBI2 beta-arrestin recruitment, luminescence, 7a,25-OHC stimulated | inhibition, % at 5 µM | hit rate 0.81% among 360,000 | AID 651636; in the data active = inhibition above about 38%;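 note: enzyme fragment complementation signal reports receptor beta-arrestin coupling in cells; 0% = agonist plus DMSO wells and 100% = wells without agonist; some results beyond the cut were filed as inactive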
# Gli-Sufu block: blocks Gli-Sufu signaling in a luciferase reporter | inhibition, % at 5 µM | Sufu-KO-LIGHT fibroblasts, Gli luciferase reporter luminescence | AID 588413 | hit rate 0.74% among 340,000;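 active = inhibition above about 55%, limit read from the data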;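 note: 0% = DMSO-treated cells and 100% = wells with medium but no cells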
# Jurkat NFkB inh: lowers PMA/ionomycin-induced NF-kB signal in Jurkat cells; PMA/ionomycin-induced NF-kB luciferase reporter, luminescence; hit rate 0.53% among 330,000; AID 435003; inhibition, % at 4 µM; in the data active = inhibition above about 50%
# UBC13 polyUb: blocks human UBC13 polyubiquitin chain formation; P61088; TR-FRET; inhibition, % at 20 µM; hit rate 0.47% among 330,000; in the data active = inhibition above about 45%, passing the limit was not always enough
# Target sequence (P61088 whole entry, looked up): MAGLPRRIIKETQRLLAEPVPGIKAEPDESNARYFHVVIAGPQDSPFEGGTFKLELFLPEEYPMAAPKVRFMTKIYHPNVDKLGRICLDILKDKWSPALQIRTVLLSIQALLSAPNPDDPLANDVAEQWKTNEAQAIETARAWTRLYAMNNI
# 697 NFkB inh: lowers PMA/ionomycin-induced NF-kB signal in 697 B cells. inhibition, % at 4 µM. AID 435022. hit rate 0.33% among 330,000. 697 B-cell NF-kB luciferase reporter, 16 h; in the data active = inhibition above about 35%
# Numbers without * were called inactive; & = joins results of further samples. Hits appear at their usual frequency (roughly 3% active in at least one column).
SMILES,APJ antagonist,CXCR6 inh,CCR6 antag,EBI2 antag,Gli-Sufu block,Jurkat NFkB inh,UBC13 polyUb,697 NFkB inh
O=S1(=O)CCC(NC(=S)N2CCOCC2)C1 (stereo not drawn),0,-1,-10,-2,-5,16,9,15
O=C(NCc1cccnc1)c1nc(-c2cccs2)no1,-3,-2,15,-17,-24,9,-1,16
CC(C)(C)NC(=O)CSc1nc(N)c(NC(=O)c2ccccc2F)c(=O)[nH]1,2,-5,-5,2,-2,0,-6,-9
Cc1nc2ccccc2n1CC(=O)OCC(=O)NCCc1ccccc1,-20,-2,26,-16,1,-29,-1,-4
Cc1ccccc1-c1n[nH]c(=S)n1/N=C/C=C/c1ccco1,1,11,16,9,4,-3,-21,-9
CCOc1ccc(C(=O)C(C)OC(=O)Cn2c(C)csc2=O)cc1 (stereo not drawn),6,-7,7,-5,-2,4,-10,5
CCOC(=O)/C(=N\Nc1ccccc1Cl)N1CCN(c2ccccc2OC)CC1,-3,11,28,22,12,7,-1,8
CN(C)S(=O)(=O)c1cccc(NC(=O)COC(=O)COc2ccc(Br)cc2)c1,14,-2,12,-1,2,8,-7,17
CCc1cccc(NC(=O)CCCCCC2NC(=O)NC2C)c1 (stereo not drawn),12,-6,2,3,5,7,8,7
Clc1cccc(CN2CCCCCC2)c1Cl,5,-13,2,-5,24,3,3,-2
CC(C)c1ccc(NC(=O)C(c2ccccc2)N2CC(=O)Nc3ccccc32)cc1 (stereo not drawn),-4,11,13,5,-8,-24,-1,-32
Brc1ccc2c(c1)OCCOCCOCCOCCOCCOCCO2,-11,0,3,-5,2,5,2,17
COc1cc(C(=O)NC2CCN(C)CC2)ccc1Nc1ncc2c(n1)N(C1CCC(O)CC1)CCC(=O)N2C (stereo not drawn),-10,-2,-8,0,-13,42,16,9
O=c1[nH]c(NCCO)c(N=Cc2ccccc2)c(=O)[nH]1,3,4,-11,0,7,-2,-29,2
Oc1csc(Cc2nc(-c3ccc(Br)cc3)cs2)n1,-8,5,21,4,-84,-64,0,-78
COc1ccc(NC(=O)c2csc3c2CCCC3)cc1,-18,6,6,-4,-71,-130,-8,-120
CC1=NN(C(C#N)c2ccccc2)C(C)(C)C1 (stereo not drawn),12,3,5,-10,-7,5,4,16
C#CCOCCOCCOCCNc1nc(N2CCN(C(=O)[C@H](CCCCN)n3cc(CN)nn3)CC2)nc(N2CCN(C(=O)[C@H](CO)n3cc([C@@H](N)C(C)C)nn3)CC2)n1,11,4,3,-5,-8,11,6,-10
O=C(NCc1ccccc1)C(c1cccnc1)N(C(=O)c1ccccn1)c1ccc(F)cc1 (stereo not drawn),-19,-1,-6,-1,-8,-4,-1,7
Cc1ccc(NC(=O)CSc2nnnn2-c2cccnc2)c(C)c1,4,-18,-2,10,-11,7,2,13

# 3 compounds from above, arranged by SMILES length, rising.
SMILES,APJ antagonist,CXCR6 inh,CCR6 antag,EBI2 antag,Gli-Sufu block,Jurkat NFkB inh,UBC13 polyUb,697 NFkB inh
CC1=NN(C(C#N)c2ccccc2)C(C)(C)C1 (stereo not drawn),12,3,5,-10,-7,5,4,16
Cc1ccc(NC(=O)CSc2nnnn2-c2cccnc2)c(C)c1,4,-18,-2,10,-11,7,2,13
CCOc1ccc(C(=O)C(C)OC(=O)Cn2c(C)csc2=O)cc1 (stereo not drawn),6,-7,7,-5,-2,4,-10,5

# Sorted by SMILES length (descending): part of the list above
SMILES,APJ antagonist,CXCR6 inh,CCR6 antag,EBI2 antag,Gli-Sufu block,Jurkat NFkB inh,UBC13 polyUb,697 NFkB inh
C#CCOCCOCCOCCNc1nc(N2CCN(C(=O)[C@H](CCCCN)n3cc(CN)nn3)CC2)nc(N2CCN(C(=O)[C@H](CO)n3cc([C@@H](N)C(C)C)nn3)CC2)n1,11,4,3,-5,-8,11,6,-10
COc1cc(C(=O)NC2CCN(C)CC2)ccc1Nc1ncc2c(n1)N(C1CCC(O)CC1)CCC(=O)N2C (stereo not drawn),-10,-2,-8,0,-13,42,16,9
O=C(NCc1ccccc1)C(c1cccnc1)N(C(=O)c1ccccn1)c1ccc(F)cc1 (stereo not drawn),-19,-1,-6,-1,-8,-4,-1,7
CC(C)c1ccc(NC(=O)C(c2ccccc2)N2CC(=O)Nc3ccccc32)cc1 (stereo not drawn),-4,11,13,5,-8,-24,-1,-32
CCOC(=O)/C(=N\Nc1ccccc1Cl)N1CCN(c2ccccc2OC)CC1,-3,11,28,22,12,7,-1,8
CCOc1ccc(C(=O)C(C)OC(=O)Cn2c(C)csc2=O)cc1 (stereo not drawn),6,-7,7,-5,-2,4,-10,5
Cc1ccccc1-c1n[nH]c(=S)n1/N=C/C=C/c1ccco1,1,11,16,9,4,-3,-21,-9
O=c1[nH]c(NCCO)c(N=Cc2ccccc2)c(=O)[nH]1,3,4,-11,0,7,-2,-29,2
Cc1ccc(NC(=O)CSc2nnnn2-c2cccnc2)c(C)c1,4,-18,-2,10,-11,7,2,13
CCc1cccc(NC(=O)CCCCCC2NC(=O)NC2C)c1 (stereo not drawn),12,-6,2,3,5,7,8,7
Oc1csc(Cc2nc(-c3ccc(Br)cc3)cs2)n1,-8,5,21,4,-84,-64,0,-78
O=C(NCc1cccnc1)c1nc(-c2cccs2)no1,-3,-2,15,-17,-24,9,-1,16
COc1ccc(NC(=O)c2csc3c2CCCC3)cc1,-18,6,6,-4,-71,-130,-8,-120
O=S1(=O)CCC(NC(=S)N2CCOCC2)C1 (stereo not drawn),0,-1,-10,-2,-5,16,9,15
Clc1cccc(CN2CCCCCC2)c1Cl,5,-13,2,-5,24,3,3,-2

# Later entries:
SMILES,APJ antagonist,CXCR6 inh,CCR6 antag,EBI2 antag,Gli-Sufu block,Jurkat NFkB inh,UBC13 polyUb,697 NFkB inh
COc1ccc(C(=O)c2c(N)sc3c2CCN(C)C3)cc1,-14,0,9,-4,3,-8,-6,11
COc1cccc(CNS(=O)(=O)c2ccc3c(c2)CC(C)N3C(C)=O)c1 (stereo not drawn),-30,2,4,5,7,6,-12,-65
CCSc1nc(=S)n(CC)c(C)c1C(C)=O,16,-5,-14,-5,-6,-6,7,7
O=C(NCCc1ccccc1)C1CCCN(C(=O)Nc2ccc(F)cc2)C1 (stereo not drawn),-6,-6,8,18,5,-4,3,0
CCn1cc(C(=O)N[C@@H](CCSC)C(=O)NCCCN2CCOCC2)c(=O)c2cc3c(cc21)OCO3,5,-2,14,0,4,-5,0,20
CC1CCN(C(=O)CN2C(=O)NC3(CCCc4ccccc43)C2=O)CC1 (stereo not drawn),3,12,5,-15,-17,4,-4,3
COc1ccc(C2=NCC(CSc3nccc(=O)[nH]3)S2)cc1 (stereo not drawn),-7,-8,-10,-5,6,-16,-11,-44
Cc1ccc(S(=O)(=O)NC(=NC(C)C)c2ccccc2)cc1,-18,10,6,-5,-2,-15,6,16
O=C(O)c1ccccc1NC1CCCCC1NS(=O)(=O)c1ccccc1 (stereo not drawn),6,1,16,-1,6,24,8,13
CCOc1ccc(C2/C(=C(\O)c3ccc4c(c3)OCCO4)C(=O)C(=O)N2Cc2cccnc2)cc1OCC (stereo not drawn),-8,1,0,-6,-13,-11,-12,-9
COc1ccccc1-c1nc(C#N)c(N2CC(C)CC(C)C2)o1 (stereo not drawn),15,-8,12,9,8,2,12,1
O=C(Nc1cccc(S(=O)(=O)N2CCCC2)c1)c1ccc2ccccc2n1,10,-6,3,2,10,19,-11,15
Cc1ccc(SCC(=O)NN=C2CCN(C)CC2)cc1,-1,2,-1,-3,-8,-15,4,16
O=C(c1ccccn1)N1CCCC(N2CCN(c3ccc(F)cc3)CC2)C1 (stereo not drawn),11,-20,4,-14,1,17,7,9
O=C1CSC2(CCCCC2)N1CCO,-9,-9,-1,3,-28,-10,-4,-14
CCCCn1c(SCC(=O)NCc2ccco2)nc2c(sc3ccccc32)c1=O,0,5,-4,17,3,-4,-12,1
Cc1ccc(C(=O)CC(C(=O)O)n2cncn2)cc1 (stereo not drawn),15,2,2,-2,2,-15,3,5
O=c1cc(Nc2cccc(Br)c2)[nH]c(=O)[nH]1,0,-5,16,16,3,7,-5,8
COc1cc(NC(=O)Cn2c(C)cc3ccccc3c2=O)cc(OC)c1OC,-8,6,-14,-7,2,4,2,7
COc1ccc(OC)c(/C=N/NC(=O)CCc2ccc(O)c(O)c2)c1,4,-4,-25,-7,4,-8,20,-1
COc1cc(CNc2cc(C)ccc2C)cc(OC)c1OC,14,1,4,-3,2,14,-2,-15
COc1ccc(Nc2nc(C)nc3c2nnn3Cc2ccccc2)cc1OC,-20,1,-2,-11,22,7,11,1
COc1ccc(C2C3=C(CCCC3=O)Nc3ccc4ncccc4c32)cc1OC (stereo not drawn),-10,-3,6,8,-1,-20,-19,-7
O=C(NCCN1C(=O)S/C(=C/c2ccccc2)C1=O)C1CC(=O)N(Cc2ccccc2)C1 (stereo not drawn),20,-2,10,7,1,-2,10,19
C/C(=N\NC(=O)COc1cccc2ccccc12)c1cccs1,4,-7,7,6,-5,7,1,-4
O=C(Nc1ccc(F)cc1)N(CCCN1CCOCC1)Cc1cc2cc3c(cc2[nH]c1=O)OCO3,-5,-4,16,-12,19,-7,14,12
CCOc1ccc(CC(=O)C2C(=O)CC(C)(C)CC2=O)cc1OCC,-8,-8,3,4,-5,3,-6,7
Cc1ccc(C(=O)Nc2c(N)nc(SCC(=O)NCC3CCCO3)[nH]c2=O)cc1 (stereo not drawn),-2,4,9,6,0,14,-11,-6
COc1ccccc1NC(=O)CN(Cc1ccco1)C(=O)c1cccs1,4,-7,4,1,4,6,-4,-31
Cc1cc(NS(=O)(=O)c2c(C(=O)N3CCOCC3)c(C)n(C)c2C)ccc1Br,-35,-9,-5,-15,27,-2,3,-47
CCCCC(=O)NS(=O)(=O)c1ccc(N=NN2CCCCC2)cc1,-11,5,6,-16,21,2,-6,-3
Cc1cc(C)n(-c2cc(N3CCN(S(=O)(=O)c4ccc(Cl)cc4)CC3)ccc2[N+](=O)[O-])n1,11,12,25,14,9,5,-10,-10
N#Cc1c(N)n(-c2cccc(O)c2)c2nc3ccccc3nc12,-16,-1,-1,-6,4,7,6,16
COc1ccc(Nc2cc(Cl)nc(N)n2)cc1,8,1,-1,-19,-5,-6,8,-3
Cc1ccc(OCC(=O)N2CCCc3ccccc32)cc1,-2,-1,19,5,-19,-8,-1,10
Cc1ccc(C(=O)C(C)OC(=O)Cc2n[nH]c(=O)c3ccccc23)cc1 (stereo not drawn),-48,6,9,-2,-1,-7,4,11
CCOC(=O)N1CCN(C(=O)c2cc3c(=O)n(C)c4ccccc4c3n2C)CC1,1,-1,-8,0,-13,8,2,2
CCCCn1c(N)c(N(CC(C)C)C(=O)C(C)SCc2nc3sc(C)c(C)c3c(=O)[nH]2)c(=O)[nH]c1=O (stereo not drawn),10,2,-2,-10,0,3,-9,-5
O=C(OCc1ccccc1)/C(=C/c1cccc([N+](=O)[O-])c1)NC(=O)c1ccco1,-7,-2,14,-6,26,8,7,-7
CCc1c(C(=O)Nc2cc(C)ccc2OC)[nH]c(C)c1C(C)=O,9,-2,18,8,21,-9,4,31
Cc1cccc(OCC(=O)Nc2ccc(S(=O)(=O)Nc3ccccn3)cc2)c1,0,-10,-2,13,2,21,6,-2
COCCN1C(=O)C(O)=C(C(C)=O)C1c1ccc(OC)c(OC)c1 (stereo not drawn),-21,-7,15,5,34,-1,-18,-12
COc1cc(NC(=O)c2cc(C)on2)cc(C(=O)Nc2cccc(C(F)(F)F)c2)c1,8,11&10,8,26&5,14,-13,12,23
COC(CNC(=O)C(=O)Nc1cc2c3c(c1)CCN3C(=O)CC2)OC,-5,-7,4,-1,98*,-19,-14,-44
O=C(NCC1CCCO1)c1ccccc1-c1nc(-c2ccc(F)cc2)no1 (stereo not drawn),14,-4,8,-4,-1,2,3,6
